PPARg SRC-2 ag: promotes SRC-2 coactivator recruitment by human PPARgamma; P37231; PPARgamma LBD-SRC-2 recruitment, biochemical; activation, % at 8 µM; 200,000 tested, 0.34% active; in the data active means activation above about 22%;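 further: 0% = vehicle and 100% = reference agonist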
TR-FRET SRC-2 ct: TR-FRET artefact, counter-screen to PPARgamma/SRC-2 agonist assay; AID 1049; hits give high values; TR-FRET ratio at 8 µM; 200,000 tested, 0.4% active; in the data active means TR-FRET ratio above about 2000; further: inactives centre near 1500
S1P3 antag: S1P3 (human) receptor antagonism. Q99500. CHO S1P3 NFAT-BLA reporter, FRET fluorescence, antagonist mode. inhibition, % at 4.98 µM. 170,000 tested, 0.27% active. AID 485;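 active means inhibition above the plate cutoff, the mean inhibition of test wells on that plate plus 3 SD, cut at about 28% in these data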;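 further: cells challenged with S1P at its EC80 of 0.8 µM; blue over green emission ratio from cleaved BLA substrate after 4 h stimulation; 0% = S1P-stimulated wells and 100% = unstimulated DMSO-only wells; some compounds past the cut are filed as inactive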
Target sequence (Q99500 whole entry, looked up): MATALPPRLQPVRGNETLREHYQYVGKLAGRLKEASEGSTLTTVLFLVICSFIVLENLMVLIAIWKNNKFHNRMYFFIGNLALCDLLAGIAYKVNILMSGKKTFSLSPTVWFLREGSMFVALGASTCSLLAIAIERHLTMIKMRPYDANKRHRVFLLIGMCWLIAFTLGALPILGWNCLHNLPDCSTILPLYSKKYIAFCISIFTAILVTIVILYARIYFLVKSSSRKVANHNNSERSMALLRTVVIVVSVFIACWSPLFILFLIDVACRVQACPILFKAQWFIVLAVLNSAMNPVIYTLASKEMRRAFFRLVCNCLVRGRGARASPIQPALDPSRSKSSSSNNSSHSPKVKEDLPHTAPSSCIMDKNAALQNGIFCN
PMI act: phosphomannose isomerase (human) activation; P34949; purified human PMI, coupled resazurin fluorescence, 20 min; hits give high values; 1 = vehicle control, 0 substrate-free wells; activation factor at 20 µM; 190,000 tested, 0.005% active;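 active means activation factor of 2 or more at 20 µM, relative to plate controls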
Target sequence (P34949 whole entry, looked up): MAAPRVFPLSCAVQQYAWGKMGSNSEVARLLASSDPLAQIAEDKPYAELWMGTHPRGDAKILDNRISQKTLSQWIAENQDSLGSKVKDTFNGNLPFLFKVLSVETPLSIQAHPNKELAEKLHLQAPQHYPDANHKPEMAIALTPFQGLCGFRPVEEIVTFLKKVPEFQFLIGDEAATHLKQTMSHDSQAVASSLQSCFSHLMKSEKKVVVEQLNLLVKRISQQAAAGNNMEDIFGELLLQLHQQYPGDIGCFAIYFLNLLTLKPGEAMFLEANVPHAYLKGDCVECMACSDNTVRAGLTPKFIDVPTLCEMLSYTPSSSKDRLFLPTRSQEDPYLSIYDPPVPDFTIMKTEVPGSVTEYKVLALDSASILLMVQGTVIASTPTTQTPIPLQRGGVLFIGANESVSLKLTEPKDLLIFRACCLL
ROMK mod: human ROMK K+ channel modulation, primary screen; 130,000 tested, 2% active; Tet-inducible ROMK, thallium flux fluorescence; actives lie on both sides; B-score at 10 µM;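 active means signal ratio slope over the read window, or its plate-corrected B-score, at least 3 SD from the plate mean, either direction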;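 further: B-score of the F/F0 ratio slope over 7 to 12 s after thallium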
PPARg SRC-3 ag: promotes SRC-3 coactivator recruitment by human PPARgamma | biochemical PPARgamma/SRC-3 coactivator recruitment assay | activation, % at 8 µM | 200,000 tested, 0.26% active | AID 731; in the data active means activation above about 23%;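 further: 0% = DMSO and 100% = reference agonist; some compounds past the cut are filed as inactive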
Diaphorase act: activates diaphorase or chemically reduces, flagging diaphorase assay artifacts; Diaphorase/resazurin coupled assay, resorufin fluorescence, 16 min; hits give high values; 1 = vehicle wells, 0 = NADH-free wells; activation factor at 20 µM; 190,000 tested, 0.005% active;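 active means diaphorase activity raised at least twofold by the compound at 20 µM; inactive means activation factor below 2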
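Assay system: Purified diaphorase enzyme from Clostridium kluyveri | Amount: Enzyme 0.07 U/mL final | Dosing: Compound 20 µM once, DMSO 1% | Timing: 16 min reaction at room temperature | Detection: Fluorescence, excitation 544 nm and emission 590 nm | Evaluation: Higher resorufin formation from activation or reduction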
Diaphorase inh: inhibits diaphorase or chemically oxidizes, flagging diaphorase assay artifacts; 190,000 tested, 0.69% active; inhibition, % at 20 µM; diaphorase resazurin-to-resorufin fluorescence, NADH, 16 min; bacterial (C. kluyveri) enzyme, not human; AID 1217;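 active means primary screen inhibition at 20 µM above a set limit, cut at about 50% in these data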;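 further: plate controls were DMSO with full reaction for no effect and wells lacking NADH for full effect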
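controls = No-NADH positive control and DMSO neutral control | system = Clostridium kluyveri diaphorase enzyme | timing = reaction incubation of 16 min at room temperature | signal = resorufin fluorescence 544/590 nm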
G6PDH counter: counter-screen for G6PDH assay hits: L. mesenteroides G6PDH inhibition; Purified L. mesenteroides G6PDH, diaphorase/resazurin coupled fluorescence, 45 min; inhibition, % at 5 µM; 200,000 tested, 0.12% active; AID 1020; in the data active means inhibition above about 50%
PPARg SRC1 recr: PPARgamma-driven SRC-1 recruitment agonism. AID 631. P37231. PPARgamma-SRC-1 coactivator recruitment biochemical assay. 200,000 tested, 0.41% active. activation, % at 8 µM; in the data active means activation above about 19%;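 further: 0% = DMSO and 100% = reference agonist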
PMI act satM6P: increases human PMI activity with near-saturating mannose 6-phosphate | activation factor at 20 µM | coupled PMI enzyme assay, resazurin fluorescence, 20 min; hits give high values; 1 = untreated enzyme, 0 = substrate-free blank | P34949 | 190,000 tested, 0.34% active;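 active means activation factor of 2 or more at 20 µM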
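Test system: human PMI in coupled enzyme assay; Input: PMI at 15 ng/mL final; Medium: HEPES buffer, pH 7.4; Schedule: 20 min incubation at room temperature; Technique: resorufin fluorescence at Ex 544/Em 590 nm; Compound: 20 µM single dose; Probe or stimulus: Near-saturating mannose-6-phosphate, 1.0 mM.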
Numbers without * were called inactive; / = no result given. Outcome played no part in choosing rows; about 3.3% have a hit in one of these screens.

SMILES	PPARg SRC-2 ag	TR-FRET SRC-2 ct	S1P3 antag	PMI act	ROMK mod	PPARg SRC-3 ag	Diaphorase act	Diaphorase inh	G6PDH counter	PPARg SRC1 recr	PMI act satM6P
CCN(CC)S(=O)(=O)c1ccc(N=Cc2c(C)c(C#N)c(=O)n(C)c2O)cc1	-5	1316	3	1.1	/	-9	0.9	6	8	4	0.7
COc1ccc(C(=O)n2nnc3ccccc32)cc1Br	9	1587	-16	0.9	0.0068	-1	1	-2	8	-1	1
Cc1[nH]c(C(=O)O)c(C)c1C(=O)OC(C)C	4	1548	/	0.9	0.56	7	0.8	18	0	1	0.9
CCCCCCCCC(=O)N/N=C(\C)c1ccc(O)cc1O	8	1617	12	1.1	-0.25	2	1.1	-7	-2	8	1.1
COc1ccc(N(CC(=O)Nc2ccc(S(=O)(=O)N3CCCCC3)cc2)S(C)(=O)=O)cc1OC	3	1535	/	1	/	-9	0.8	16	4	0	0.9
Cc1cc(NC(=S)NC(=O)CC(C)C)ccc1Br	10	1527	/	0.9	/	-3	0.9	14	1	3	1.1
O=c1c2oc3ccccc3c2ncn1Cc1cccc(Cl)c1	-2	1416	7	1.1	1.1	0	0.9	10	13	3	1.1
O=C(O)C1CCCN(S(=O)(=O)c2ccc(Br)cc2)C1 (stereo not given)	-5	1338	/	1	1.9	2	0.9	5	-1	0	1
OC(COc1c(Br)cc(Br)cc1Br)CN1CCOCC1 (stereo not given)	8	1561	-18	1	-2.8	0	0.8	23	0	7	1
CCOC(=O)c1c(C)n(C)c2cc(OCCN(CC)CC)ccc12	0	1614	-11	0.9	/	6	0.8	18	2	5	0.9
COc1cc(OC)c(NS(=O)(=O)c2ccc(Cl)c(C(=O)OC(C)C(=O)N3CCCC3)c2)cc1Cl (stereo not given)	7	1394	3	0.8	-1.8	1	0.8	20	4	-1	1
COc1ccc(NC(=O)Cn2c(=O)n(-c3ccccc3)c(=O)c3sccc32)c(OC)c1	5	1593	-14	1.1	0.24	5	1.2	-20	-5	-6	1.1
CCCCCOC(=O)Cn1c(=O)c2c(nc(N3CCOCC3)n2C)n(C)c1=O	3	1539	/	1.1	0.0084	0	0.9	7	2	3	1.1
COc1ccc(OC)c(CN2CCC(C(=O)N(C)CCc3ccc(OC)c(OC)c3)CC2)c1	1	1445	-18	1	-0.94	1	1	1	13	-7	1
O=C(CN(c1ccccc1F)S(=O)(=O)c1ccccc1)Nc1ccccc1C(=O)N1CCOCC1	4	1717	8	1	0.96	-3	1	1	2	2	1
CCC(=O)Nc1ccc(-c2nnc(-c3ccccc3)o2)cc1	1	1659	/	1	-1.2	7	0.9	7	-3	7	1.1
COc1cccc(C2CC(c3cccs3)=NN2S(C)(=O)=O)c1OC (stereo not given)	2	1393	2	0.9	-0.038	0	0.8	21	17	-10	0.9
COC(=O)/C=C/C(=O)Nc1cccnc1	3	1259	/	1	-0.16	-4	0.9	8	-4	-2	1
CN(C)c1ccc(C(=O)/C=C/c2ccccc2)cc1	4	1487	5	1.1	0.2	0	1	1	-4	0	1
COC(=O)c1ccc(N2CCN(C)CC2)c(NC(=O)c2cc3ccccc3o2)c1	-7	1388	0	0.9	/	-8	0.9	8	-1	-3	0.9
COc1cccc(C(=O)/C=C/Nc2ccc(S(=O)(=O)Nc3onc(C)c3C)cc2)c1	1	1416	-12	1	/	7	0.9	7	8	8	1
O=C(NCc1ccccc1)C1CCCN(C(=O)Nc2ccccc2)C1 (stereo not given)	18	1881	18	0.8	/	14	0.9	12	3	13	0.9
CCOc1ccc(OCC)c(NC(=O)CC2Oc3ccccc3NC2=O)c1 (stereo not given)	-5	1457	0	0.9	/	6	0.8	19	-2	-2	0.9
N/C(=N\OC(=O)COc1ccc2ccccc2c1)c1cccnc1	6	1598	0	0.8	/	4	0.9	12	15	3	0.8
Cc1cc(C)c(NC(=O)CSc2nc3ccc(NC(=O)CSc4nnnn4Cc4ccccc4)cc3s2)c(C)c1	24*	1906	/	/	0.1	15	/	/	/	10	/
COc1cc(C(=O)NCc2ccncc2)cc(OC)c1OC	-2	1427	4	0.9	0.53	6	0.9	9	13	-8	0.9
CCn1cc(/C=C(\NC(=O)c2ccc(OC)c(OC)c2)C(=O)NCCCO)c2ccccc21	-7	1379	1	1	0.26	-1	0.9	6	-2	2	1
CC(C)Sc1nc2c([nH]c3ccccc32)c(=O)n1C	1	1514	0	1.1	-0.78	7	1	-3	-1	12	1.1
COc1ccccc1NC(=O)N1CCCC1C(=O)NCc1ccccc1 (stereo not given)	-1	1354	11	1.1	-0.39	-12	0.9	9	-1	-7	1
O=C(OCc1cnc(Cl)s1)c1ccccc1Cl	2	1617	/	1.1	/	5	0.9	14	10	-5	1
COCC(=O)N(Cc1cc2cc(OC)ccc2[nH]c1=O)c1ccccc1	4	1527	14	0.9	-0.26	6	1	1	18	-2	1
COc1ccc(CC2(CO)CCN(Cc3cnn(C)c3C)CC2)cc1	-8	1436	-11	0.9	-0.2	-7	0.9	13	6	2	0.9
CCOC(=O)C(=O)Nc1cc(C)on1	0	1610	-9	0.9	/	0	0.9	12	17	4	0.9
O=C(NCCC1=CCCCC1)C1CCN(C(=O)Nc2ccccc2)CC1	11	1500	7	0.9	0.53	9	1	-2	25	-2	1
Cc1ccc(CC2CC(=O)N(c3nc(C)cc(C)n3)C2=O)cc1 (stereo not given)	7	1501	-11	1	-0.24	1	1	-1	1	-5	1.1
COc1cccc(N2CCN(C3CCCC(C)C3)CC2)c1 (stereo not given)	7	1383	1	1	-0.6	2	0.9	8	-21	4	1.1
CC(C)c1ccc(CN(C)CC(O)c2ccccc2)cc1 (stereo not given)	-5	1506	-6	1	-1.7	2	1	3	4	-6	1
O=C(Nn1c(-c2ccc(F)cc2)nc2ccccc2c1=O)c1cccnc1	0	1442	-9	1	0.59	-1	1	-3	2	3	1.1
COc1ccc(C(C)NC(=O)C2CCCO2)cc1OC (stereo not given)	8	1666	5	0.9	/	7	0.8	21	3	-4	1
Cc1ccc(Cl)cc1N1CCN(C(=O)c2ccc(CN3CCOCC3)cc2)CC1	10	1806	-12	1	-1.4	-7	1.1	-5	2	3	1
O=C(Cc1ccc(Cl)cc1)c1c[nH]c(C(=O)NCCCN2CCOCC2)c1	2	1807	11	1.1	-0.87	2	1.2	-18	3	5	1.1
Cc1cccc(NC(=S)NNC(=O)COc2ccc(Cl)cc2Cl)c1	2	1623	-3	1.1	/	-1	1.2	-19	12	5	1
COc1ccc(NC(=O)C2=C(C)Nc3nc(CCCO)nn3C2c2ccc(OC)c(OC)c2)cc1 (stereo not given)	5	1636	-16	1	0.19	-1	1.1	-6	9	-2	0.9
CCCCn1c(NC(=O)CC)c(C#N)c2nc3ccccc3nc21	-6	1591	5	0.8	/	-6	0.9	10	-8	-3	0.9
CCCCC(=NCCc1c(C)[nH]c2ccccc12)C1=C(O)CC(c2ccccc2)CC1=O (stereo not given)	8	1686	-8	0.8	/	4	0.8	19	13	2	0.8
O=C(COC(=O)c1ccccc1)c1ccc(Br)cc1	8	1575	/	0.9	/	5	0.9	6	4	5	0.9
CCCC(CCC(=O)Nc1ccc(C(=O)OCC)cc1)C(=O)O (stereo not given)	9	1544	/	1.1	/	0	1.2	-17	8	-4	1.1
COC(=O)[C@H]1C[C@@H]1[C@H](NC(=O)[C@H]1C[C@@H]1[C@H](NC(=O)OCc1ccccc1)c1ccccc1)c1ccccc1	1	1612	-13	0.9	-1.4	-2	0.7	25	25	2	0.8
COc1ccc(NC(=O)c2sc(NC(=O)COc3ccccc3)nc2C)cc1	-4	1643	/	0.9	/	11	0.9	10	6	2	0.9
S=C(NCC1CCCO1)Nc1cccc2ccccc12 (stereo not given)	6	1724	-9	1	-0.0094	1	1.1	-11	6	-2	1
COc1ccccc1C(=O)Nc1ccc(S(=O)(=O)Nc2cc(C)on2)cc1	-5	1405	/	0.9	/	-6	0.9	11	2	-3	0.9
C=CCn1c(SCC(=O)Nc2ccccc2OC)nc(O)c(CC)c1=O	0	1428	-7	1	/	-1	0.9	7	6	7	1.1

In a second layout: 2 of the compounds above.
Second line of a record – PPARg SRC-2 ag, TR-FRET SRC-2 ct, S1P3 antag, PMI act, ROMK mod, PPARg SRC-3 ag, Diaphorase act, Diaphorase inh, G6PDH counter, PPARg SRC1 recr, PMI act satM6P
COc1cc(OC)c(NS(=O)(=O)c2ccc(Cl)c(C(=O)OC(C)C(=O)N3CCCC3)c2)cc1Cl (stereo not given)
→ 7, 1394, 3, 0.8, -1.8, 1, 0.8, 20, 4, -1, 1
CC(C)c1ccc(CN(C)CC(O)c2ccccc2)cc1 (stereo not given)
→ -5, 1506, -6, 1, -1.7, 2, 1, 3, 4, -6, 1

From PubChem BioAssay
